# Hep lipid drop: modulators of hepatic lipid droplet formation; AML12 mouse hepatocytes, oleate lipid droplets, BODIPY imaging; inhibition, % at 6.5 µM; 240,000 compounds, 0.4% hits; AID 1656;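 active means lipid droplet intensity inhibited by at least 50%, with more than 500 cells counted; inconclusive means wells with under 300 cells, treated as cytotoxic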
#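 Test system: AML12 hepatocytes (mouse); reagent: oleate loading, 100 µM; dosing: one dose, 6.5 µM compound; incubation: overnight exposure; signal: fluorescence imaging, 20x objective, two fields per well; read-out basis: % inhibition of corrected integrated BODIPY droplet signal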
# Dynein transport: dynein cargo transport inhibition. AID 1381. 3617.4 mouse cells, GR-EGFP nuclear translocation imaging; test concentration mostly 20 µM; stimulated with dexamethasone, 1 µM; stronger effect = lower value. 220,000 compounds, 0.47% hits. z-score, hits read low;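 active means plate z-score of nuclear minus cytoplasmic receptor signal below a set negative limit, without overly bright fluorescence or cell loss, cut at about -3.5 in these data, passing the limit was not always enough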;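 further: z-score of nuclear minus cytoplasmic ring GR-EGFP intensity difference per well; some compounds called inactive have numbers as strong as hits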
#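 Buffer or medium: Induction medium lacking tetracycline, stripped serum | Also added: Dexamethasone agonist, 1.0 µM final, for 30 min | Timing: 48 h induction, 1 h compound, 30 min dex at 37 °C | Detection: Formaldehyde fixation, Hoechst nuclear stain, 10x automated fluorescence imaging | Measure: Nuclear versus cytoplasmic GR-EGFP signal, averaged per well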
# MT stabilize HCS: stabilizes microtubules in HeLa cells; % tubulin-high responders, % at 10 µM; HeLa tubulin immunostaining HCS, 24 h; share of cells brighter than vehicle mean+2SD; 200,000 compounds, 0.83% hits;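 active means plate Z-score above 3 for both tubulin-high and condensed-nucleus cell shares, with cell loss under 80%, at 10 µM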;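 further: anti alpha tubulin signal scored within the nucleus-defined area of each cell; some results filed as inactive read as strong as hits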
# Autophagy HCS: modulators of autophagy | MEF GFP-LC3 puncta imaging; test concentration mostly 10 µM | calls only at 10 µM (by protocol) | 190,000 compounds, 0.98% hits | AID 463193;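 active means percentage of spot-positive cells more than 3 SD above its plate mean, without a fluorescence outlier flag or 80% toxicity; inconclusive means no clear call, values can overlap the other calls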;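 further: spot-positive cell cutoff set from DMSO-treated cells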
# b-catenin transl: alters nuclear translocation of beta-catenin in HeLa cells. immunofluorescence imaging. nuclear translocation activity, % at 5 µM. 190,000 compounds, 0.3% hits;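 active means nuclear translocation activity above 50% at 5 µM, with a well cell count of 50 or more; inconclusive means wells under 50 cells across six images, flagged as toxic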;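 further: per-cell ratio of nuclear to cytoplasmic median beta-catenin stain intensity; plate controls were DMSO negative control for no effect and GSK-3 inhibitor IX positive control for full effect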
#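 Test system: HeLa cells, endogenous beta-catenin; Compound: single 5 µM dose plus 0.02–20 µM confirmation series; Times: compound exposure 24 h at 37°C; Signal: fluorescence imaging of beta-catenin antibody stain plus DAPI; Read-out: % activation, nuclear-to-cytoplasmic median beta-catenin signal ratio per cell.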
# WT yeast gro inh: growth inhibition of WT yeast, mitochondrial fusion screen | 190,000 compounds, 2.1% hits | mitochondrial fusion phenotypic screen, WT strain | inhibition, % at 10 µM | AID 1362; in the data active means inhibition above about 58%; tested in S. cerevisiae
# Yfh1-depleted yeast: enhancers of respiration in Yfh1-depleted yeast, dose response, Friedreich's ataxia, plus single-dose screen (AID 1465); S. cerevisiae Yfh1-off respiration, WST-1 reduction, 72 h; higher fold induction means a stronger effect; one-dose fold induction at 50 µM; EC50 in µM for titrated hits; 220,000 compounds, 0.074% hits;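 active means fold induction of absorbance versus untreated yeast above a set limit, then at least 30% activation at any dose in follow-up; inconclusive means repeats straddling the limit, or above it without dose testing; inactive means fold induction below the set limit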;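 further: activators that raise dye reduction in frataxin-depleted yeast; strong numbers were not always called active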
# NOD2 inhibition: inhibition of NOD2-driven NF-kB reporter – cell-based, luminescence, uHTS, HEK293 (AID 1566); HEK293 NOD2/NF-kB luciferase reporter, luminescence; higher % means a stronger effect; one-dose inhibition, % at 4 µM; EC50 in µM for titrated hits; 290,000 compounds, 0.63% hits; in the data active means inhibition above about 50%; further: many of its hits are not listed in these tables
# Insulin prom up: MIN6 insulin promoter up-regulation | z-score at 5 µM | 190,000 compounds, 0.3% hits | MIN6 insulin promoter-GFP reporter, high-content imaging; stronger effect = higher value;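 active means z-score above 3 at 5 µM with at least 500 cells counted in the well; inconclusive means wells under 500 cells, flagged as cytotoxic or low count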
# WT yeast gro inh mutant strain: also measured in WT yeast gro inh; calls as there; inhibition, %; mitochondrial fusion phenotypic screen, mutant strain inhibition
# Dynein transport cytoplasmic EGFP: further read-out of Dynein transport, marked with its call; z-score; measured here: cytoplasmic GR-EGFP intensity; stronger effect = higher value
# Dynein transport nuclear GR-EGFP: recorded beside Dynein transport, whose call it bears; z-score; measured here: nuclear GR-EGFP intensity;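 lower value marks the stronger effect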
# Dynein transport cell count: recorded beside Dynein transport, whose call it bears; z-score; measured here: cell count per field
# Insulin prom up cell count: also measured in Insulin prom up; calls as there; cell count; measured here: cytotoxicity, nuclei count;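 total cells summed across four imaged fields per well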
# Hep lipid drop cells 6.5 µM: further read-out of Hep lipid drop, marked with its call; cell count; measured here: cell count, cytotoxicity flag;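 cells counted across two imaged fields per well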
# b-catenin transl cell count 5 µM: also measured in b-catenin transl; calls as there; cell count; measured here: cell count, cytotoxicity flag
# MT stabilize HCS Hoechst-high %: also measured in MT stabilize HCS; calls as there; % Hoechst-high responders; measured here: nuclear condensation Hoechst responders;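 share of cells brighter than vehicle mean plus two SD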
# MT stabilize HCS cytotoxicity %: recorded beside MT stabilize HCS, whose call it bears; toxicity, %; measured here: cytotoxicity by cell density;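 0% = mean cell density of plate MIN control wells and 100% = no cells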
# Autophagy HCS cell loss 18 h: second read-out of Autophagy HCS, no call of its own (marks repeat the call); toxicity, %; measured here: cell loss, nuclei count;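 cell loss after 18 h compound exposure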
# * marks the source's active call; other numbers are inactive results; i = inactive; u = inconclusive; x = no result given. Not all compounds are listed, so the mix of outcomes need not match the whole.
# Start of the listing, in advance:
SMILES,Hep lipid drop,Hep lipid drop cells 6.5 µM,Dynein transport,Dynein transport cytoplasmic EGFP,Dynein transport nuclear GR-EGFP,Dynein transport cell count,MT stabilize HCS,MT stabilize HCS Hoechst-high %,MT stabilize HCS cytotoxicity %,Autophagy HCS,Autophagy HCS cell loss 18 h,b-catenin transl,b-catenin transl cell count 5 µM,WT yeast gro inh,WT yeast gro inh mutant strain,Yfh1-depleted yeast,NOD2 inhibition,Insulin prom up,Insulin prom up cell count
c1ccc2c(c1)[nH]c1c(NCC3CCCO3)ncnc12 (stereo not drawn),x,x,0.99,-0.39,0.68,0.0089,5.4,0.5,2.8,i,3,0.0,1103,-5,1,i,18%,-3.5,697
COc1cc(/C=N/NC(=O)c2cc(-c3cccs3)nc3ccccc23)ccc1O,-24,689,-0.21,-0.069,-0.038,-0.11,x,x,x,x,x,-0.9,1314,x,x,i,-13%,-0.99,1145
Cn1c(N)c(C(=O)CSc2nnc(-c3ccccc3F)n2N)c(=O)n(C)c1=O,-3,671,-0.13,-0.14,0.73,-1.1,x,x,x,x,x,0.4,1358,x,x,i,-14%,1.6,986

# This part in full, from the first entry:
SMILES,Hep lipid drop,Hep lipid drop cells 6.5 µM,Dynein transport,Dynein transport cytoplasmic EGFP,Dynein transport nuclear GR-EGFP,Dynein transport cell count,MT stabilize HCS,MT stabilize HCS Hoechst-high %,MT stabilize HCS cytotoxicity %,Autophagy HCS,Autophagy HCS cell loss 18 h,b-catenin transl,b-catenin transl cell count 5 µM,WT yeast gro inh,WT yeast gro inh mutant strain,Yfh1-depleted yeast,NOD2 inhibition,Insulin prom up,Insulin prom up cell count
c1ccc2c(c1)[nH]c1c(NCC3CCCO3)ncnc12 (stereo not drawn),x,x,0.99,-0.39,0.68,0.0089,5.4,0.5,2.8,i,3,0.0,1103,-5,1,i,18%,-3.5,697
COc1cc(/C=N/NC(=O)c2cc(-c3cccs3)nc3ccccc23)ccc1O,-24,689,-0.21,-0.069,-0.038,-0.11,x,x,x,x,x,-0.9,1314,x,x,i,-13%,-0.99,1145
Cn1c(N)c(C(=O)CSc2nnc(-c3ccccc3F)n2N)c(=O)n(C)c1=O,-3,671,-0.13,-0.14,0.73,-1.1,x,x,x,x,x,0.4,1358,x,x,i,-14%,1.6,986
O=C1c2ccccc2C(Nc2ccc(Cl)cc2)N1CCN1CCOCC1 (stereo not drawn),x,x,-0.077,-0.25,-0.045,0.32,2.0,4.2,6.1,i,-8,6.4,1080,-1,-12,i,-5%,0.42,916
COc1ccc(-c2nc(C#N)c(N3CCOCC3)o2)cc1OC,4,750,1,-0.2,1.1,-1.1,3.0,2.6,6.2,i,12,-4.8,1201,-14,-8,i,-9%,-0.64,1341
O=C(CSc1ccc(F)cc1)NCCSc1ccccc1,-2,699,0.38,-0.043,0.25,-0.64,2.5,2.1,2.6,i,1,-3.7,1121,28,-4,x,-9%,0.03,1354
CC(OC(=O)c1cccc(S(=O)(=O)Nc2ccccc2F)c1)C(=O)NCc1ccc2c(c1)OCO2 (stereo not drawn),-41,640,0.2,-0.23,0.15,-0.59,3.5,1.9,5.7,i,37,-2.0,914,-16,13,i,-13%,-0.22,1561
O=C(C1=C[C@H](C2CC2)C[C@H](OCc2ccc(CO)cc2)O1)N1CCOCC1,-2,697,1.2,-0.33,0.9,-0.18,4.1,0.9,1.4,i,9,-2.8,1174,7,12,i,-6%,-0.05,1346
CCCOc1ccc(-c2c(C(=O)N/N=C/c3ccc(OC)cc3)nnn2-c2nonc2N)cc1,-20,382,2,-0.25,1,-0.96,2.9,2.9,13,i,-4,2.1,934,-1,-13,i,4%,0.52,1366
CC(=O)Nc1ccc(S(=O)(=O)Nc2nc3ccccc3nc2N2CCc3ccccc3C2)cc1,u,x,0.36,-0.16,0.53,-1.1,2.3,1.9,8.8,i,-10,-1.3,1129,22,7,i,-40%,0.28,1415
Cc1ccc(CNC(=O)CCS(=O)(=O)c2ccc(Br)cc2)cc1,-7,744,2.5,0.0029,1.6,-1.5,3.6,2.6,9.5,i,16,x,x,5,-9,i,5%,-0.04,1134
O=c1c2ccccc2c2c(O)nc(-c3ccccc3)n2n1Cc1ccccc1,7,744,-0.04,-0.17,0.65,-0.39,1.0,1.8,4.6,i,-3,-4.0,1169,-2,-5,i,-6%,x,x
CCOc1ccc2nc3c(cc2c1)CN(CCOC)C(=NCCOC)S3,x,x,-0.63,-0.16,-0.93,0.23,2.2,2.0,7.8,i,-9,-1.7,1385,-2,-2,i,19%,-0.5,1640
CSc1ccc(/C=C(\NC(=O)c2ccc(C)cc2)C(=O)Nc2cccc(C)c2)cc1,-5,599,0.51,-0.099,0.5,0.11,1.6,1.9,10,i,5,-0.7,1190,10,27,i,4%,0.48,1599
Cc1ccc(-n2nc(C(=O)c3ccccc3)n3c(=O)c(Cc4ccccc4)nnc23)cc1,x,x,-0.56,-0.24,-0.52,1,3.2,2.5,10.0,i,-9,x,x,30,7,i,x,x,x
CC(C)OC(=O)c1c(NC(=O)Cn2cnc([N+](=O)[O-])n2)sc2c1CCCC2,-3,667,-0.27,-0.2,-0.29,0.48,3.5,3.4,5.5,i,-11,0.6,1072,11,-3,i,-9%,0.13,1850
O=C1CN(S(=O)(=O)c2ccccc2)CC(=O)N1CCc1ccccc1,17,716,-0.44,-0.24,-0.14,0.14,2.7,2.1,22,i,0,x,x,-10,-22,i,12%,0.57,1260
Fc1cccc(C2CC(c3cccc(Br)c3)Nc3nnnn32)c1 (stereo not drawn),5,754,-0.53,-0.09,0.12,0.78,4.5,2.2,3.6,i,-10,-1.9,1061,-3,-8,i,0%,-1.1,1157
O=C(Cc1ccc(S(=O)(=O)N2CCCC2)s1)Nc1nc2c(s1)CCCC2,-14,718,-0.99,-0.19,-0.38,0.18,3.4,2.6,14,i,0,x,x,24,27,i,0%,0.7,1187
Cc1ccc(-c2cnc(N)n2C)cc1C,x,x,-0.12,-0.19,-0.083,0.059,2.4,2.0,8.9,i,-2,-6.3,1061,-8,-13,i,0%,-0.23,941
Cc1[nH]c(=O)[nH]c(=O)c1S(=O)(=O)Nc1ccc(Oc2ccccc2)cc1,x,x,0.14,-0.26,0.32,0.27,3.5,3.0,24,i,6,-3.5,896,-18,-5,i,-17%,0.35,1111
O=C(NC1CCCCC1)C1CC(O)CN1C(=O)OCc1ccccc1 (stereo not drawn),5,718,-0.12,0.047,0.024,1.3,2.3,1.5,2.9,i,5,x,x,-11,-11,i,6%,0.27,1239
COc1ccc(C2CC(c3cccc(Cl)c3)n3nc(N)nc3N2)cc1 (stereo not drawn),8,653,-0.092,-0.21,0.057,0.36,1.2,1.5,2.1,i,-7,-5.1,1162,12,1,i,0%,-0.68,1967
CCCc1noc2c1/C(=N\O)CC(c1ccccc1)C2 (stereo not drawn),-1,742,-0.58,-0.18,-0.33,0.12,4.8,2.7,3.2,i,1,-5.2,529,-10,-6,i,-11%,x,x
CC1CN(CCOc2ccc([N+](=O)[O-])cc2)CC(C)O1 (stereo not drawn),19,685,1.2,-0.18,0.71,-1.3,3.3,1.6,5.4,i,4,0.0,1123,-3,4,i,5%,0.43,1281
# Continuation.
SMILES,Hep lipid drop,Hep lipid drop cells 6.5 µM,Dynein transport,Dynein transport cytoplasmic EGFP,Dynein transport nuclear GR-EGFP,Dynein transport cell count,MT stabilize HCS,MT stabilize HCS Hoechst-high %,MT stabilize HCS cytotoxicity %,Autophagy HCS,Autophagy HCS cell loss 18 h,b-catenin transl,b-catenin transl cell count 5 µM,WT yeast gro inh,WT yeast gro inh mutant strain,Yfh1-depleted yeast,NOD2 inhibition,Insulin prom up,Insulin prom up cell count
COc1ccc(-c2nnn(CC(=O)N(CC(=O)NC3CCCC3)Cc3cccs3)n2)cc1OC,x,x,-0.64,-0.13,-0.26,0.69,2.1,1.3,7.9,i,2,-3.3,953,-38,-13,i,15%,-0.85,1142
O=C(Nc1ccc2nccnc2c1)c1cnccn1,-1,744,0.27,0.011,0.49,-0.25,1.9,0.7,5.5,i,-6,-2.0,1209,-6,5,i,-2%,-0.92,1016
C/C(=N/OC(=O)c1c(-c2ccccc2Cl)noc1C)c1cnccn1,2,743,0.32,-0.28,0.33,-0.49,2.2,2.2,1.8,i,10,1.4,874,4,23,i,21%,-0.51,1392
Cc1cc(NC(=O)c2cccc(S(=O)(=O)N3CCCCCC3)c2)no1,-6,773,0.46,-0.37,0.4,-0.13,2.0,1.4,6.9,i,15,x,x,12,-6,i,21%,0.03,972
CC(C)NC(=S)Nc1ccc2cn[nH]c2c1,6,742,-0.67,-0.25,0.45,0.044,3.7,2.9,6.8,i,8,x,x,-4,-3,i,11%,0.61,1294
COc1ccc(OCC(O)CN(C2CCCCC2)C2CCCCC2)cc1 (stereo not drawn),x,x,-0.66,-0.21,0.49,0.61,1.6,1.5,7.9,i,15,-3.5,968,4,2,i,4%,-0.55,1406
CN(c1cccc(NC(=O)Nc2cccc(Cl)c2)c1)S(C)(=O)=O,-26,663,-0.96,-0.25,-0.61,0.44,2.2,1.5,7.9,i,4,-0.5,1093,2,-6,i,-31%,x,x
Cc1nc(N2CCC(C)CC2)c2c(C)c(C(=O)Nc3ccc(C(F)(F)F)cc3)sc2n1,0,686,0.27,-0.33,0.18,0.68,6.4,2.8,4.7,i,4,-0.1,1062,32,16,i,34%,0.02,1162

# High-throughput results from PubChem BioAssay.
